# CSN deneddyl inh: CSN deneddylation inhibition. 0.38% of 360,000 active. Q92905. inhibition, % at 12.5 µM. Purified CSN, SCF-Nedd8-OG deneddylation, fluorescence polarization. AID 651999;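 active = pattern-corrected inhibition above about 35%, with an unprinted fluorescence ratio check between 0.5 and 1.5, limit read from the data, passing the limit was not always enough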;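 also: 0% = enzyme with substrate and 100% = substrate without enzyme; some results filed as inactive read as strong as hits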
# Target sequence (Q92905 whole entry, looked up, one chain of several): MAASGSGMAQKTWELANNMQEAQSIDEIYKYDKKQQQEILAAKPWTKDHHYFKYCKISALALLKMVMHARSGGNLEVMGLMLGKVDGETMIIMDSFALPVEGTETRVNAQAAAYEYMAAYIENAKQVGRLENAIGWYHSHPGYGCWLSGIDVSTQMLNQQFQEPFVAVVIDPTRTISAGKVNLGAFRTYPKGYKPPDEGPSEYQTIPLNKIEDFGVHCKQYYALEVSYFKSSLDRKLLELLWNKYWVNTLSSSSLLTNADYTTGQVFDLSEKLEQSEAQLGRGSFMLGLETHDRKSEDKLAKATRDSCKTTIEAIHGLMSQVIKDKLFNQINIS
#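 assay system = purified human Csn5 enzyme expressed in HEK293T cells | amount = 0.24 nM enzyme | buffer or medium = Tris/NaCl/DTT buffer, pH 7.5 | reagent = 10 nM SCFSkp2-Nedd8OG | compound = one concentration, 12.5 µM, 0.25% DMSO | times = 90 min reaction at room temperature | signal = FP | read-out basis = % inhibition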
# MsrA inh: inhibitors of bovine MsrA | purified bovine MsrA, absorbance read-out | inhibition, % at 15.5 µM | 0.75% of 360,000 active | AID 651718; in the data active = inhibition above about 4.5%;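 also: 0% = vehicle wells with enzyme and 100% = reference inhibitor wells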
# LMPTP inh: LMPTP (human) inhibition; P24666; recombinant LMPTP-A, OMFP fluorogenic substrate, fluorescence intensity; inhibition, % at 20 µM; 0.22% of 360,000 active;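 active = compounds that cut the enzyme signal by at least half of the control window in the single-dose screen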;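 also: plate controls were DMSO wells with enzyme plus substrate for no effect and substrate without enzyme for full effect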
# Target sequence (P24666 whole entry, looked up): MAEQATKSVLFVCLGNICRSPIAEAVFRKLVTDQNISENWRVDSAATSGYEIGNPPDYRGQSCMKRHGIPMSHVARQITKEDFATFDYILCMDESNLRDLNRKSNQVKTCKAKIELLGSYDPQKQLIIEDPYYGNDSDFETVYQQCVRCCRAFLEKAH
#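 test system = LMPTP-A | amount = 0.625 nM LMPTP-A final | reagent = fluorogenic phosphatase substrate OMFP at 400 µM final | incubation = 50 min at room temperature | benchmarks = no-enzyme low control, uninhibited high control | medium = Bis-Tris pH 6.0, DTT, detergent | signal = fluorescence intensity of OMFP turnover product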
# NadD inh: blocks S. aureus nicotinate mononucleotide adenylyltransferase. purified NadD enzyme, colorimetric absorbance read-out. inhibition, % at 20 µM. 0.78% of 360,000 active; in the data active = inhibition above about 26%; also: some compounds past the cut are filed as inactive
# SUMO1 PPI mod: SUMO1-SIM interaction modulation; AID 602429; inhibition, % at 20 µM; SUMO1 binding to a labelled peptide, TR-FRET, 1 h; 0.33% of 360,000 active; P63165; in the data active = inhibition above about 37%
# Target sequence (P63165 whole entry, looked up): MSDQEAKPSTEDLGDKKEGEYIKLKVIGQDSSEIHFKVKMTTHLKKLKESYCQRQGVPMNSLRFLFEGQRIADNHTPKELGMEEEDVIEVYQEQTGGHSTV
# TbMetRS inhib: Trypanosoma brucei MetRS inhibition | purified T. brucei MetRS, ATP depletion, Kinase-Glo luminescence | inhibition, % at 11.9 µM | 0.4% of 360,000 active;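 active = inhibition above a per-plate cutoff of the control wells' mean inhibition plus 3 SD, cut at about 5.5% in these data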;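 also: 0% = DMSO wells median and 100% = median of wells with control inhibitor compound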
#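 assay system = parasite MetRS enzyme | timing = 15 min preincubation, 2 h reaction, all 25 °C | evaluation = percent inhibition relative to median high and low control wells | medium = HEPES buffer containing pyrophosphatase, BSA, spermine, DTT | compound = single dose, 11.9 µM final nominal, 0.9% final DMSO | detection = Kinase-Glo luminescence, ATP depletion format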
# Rpn11 block: inhibitors of human proteasome Rpn11; calls only at 20 µM; O00487; human 26S proteasome, Ub4-pepOG fluorescence polarization; 20S core pre-blocked with epoxomicin; 0.59% of 360,000 active;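 active = inhibition at 20 µM, scaled to each plate's controls, above about 33%, limit read from the data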
# STEP block: blocks human striatal-enriched tyrosine phosphatase; 0.25% of 360,000 active; inhibition, % at 20 µM; AID 588621; P54829; recombinant STEP, OMFP fluorogenic substrate, fluorescence;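 active = inhibition at 20 µM, scaled per plate between control wells, above about 37%, limit read from the data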;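 also: 0% = DMSO with enzyme and substrate and 100% = substrate only without enzyme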
#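 Test system: STEP tyrosine phosphatase / Reagent: OMFP at 25 µM / Doses: 20 µM, 1% DMSO / Read-out: percent inhibition scaled to no-enzyme and uninhibited-enzyme controls, plate-pattern corrected / Detection: FITC-channel fluorescence of OMFP product / Medium: Bis-Tris buffer pH 6.0, 2.5 mM DTT, 0.005% Tween 20 / Schedule: 20 min at room temperature, dark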
# Scp-1 inhibitor: Scp-1 (human) phosphatase inhibition; Q9GZU7; Recombinant Scp1, phosphopeptide, malachite green phosphate absorbance; inhibition, % at 20 µM; 0.88% of 340,000 active; AID 493091;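 active = inhibition above about 50% at 20 µM, limit read from the data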;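 also: plate controls were DMSO wells with enzyme for no effect and wells lacking enzyme for full effect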
# Target sequence (Q9GZU7 76-261 limits assumed): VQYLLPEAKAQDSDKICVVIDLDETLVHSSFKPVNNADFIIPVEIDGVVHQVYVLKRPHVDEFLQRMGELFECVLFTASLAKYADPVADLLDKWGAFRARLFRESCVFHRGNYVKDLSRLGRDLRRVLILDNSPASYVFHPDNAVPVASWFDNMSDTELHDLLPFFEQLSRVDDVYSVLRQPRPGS
#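 Test system: SCP-1 phosphatase catalytic domain, residues 76-261 | Compound dosing: One concentration, 20 µM, with 1.0% DMSO | Schedule: 45 min room-temperature reaction, 5 min colour, 30 min stabiliser | Detection: Absorbance at 630 nm | Read-out basis: % inhibition of SCP-1 phosphate liberation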
# DNMT1 block: DNMT1 (human) enzyme inhibition; inhibition (reported as % activation of signal), % at 10 µM; 0.83% of 360,000 active; DNMT1 molecular beacon, Hinp1I cleavage, fluorescence; in the data active = inhibition above about 50%
# An asterisk follows results filed as active; i = inactive; nt = not tested or not shown; + = active, no number.
SMILES,CSN deneddyl inh,MsrA inh,LMPTP inh,NadD inh,SUMO1 PPI mod,TbMetRS inhib,Rpn11 block,STEP block,Scp-1 inhibitor,DNMT1 block
CCOc1ccccc1NC(=O)NC(C)c1ccc2c(c1)OCO2 (centres undefined),0.7,1.9,2.1,0.8,4.2,-0.5,i,0.9,nt,0.8
CCOC(=O)C(C)Sc1ccc2nnc(-c3ccc(F)cc3)n2n1 (centres undefined),-0.2,-0.2,0.5,6.3,-3.3,-0.2,i,-1.9,4.7,-0.7
CCc1nnc(NC(=O)c2ccc(NS(=O)(=O)c3ccccc3)cc2)s1,-0.8,3.1,1.0,3.9,3.8,-1.1,i,-3.1,-9.2,-0.8
COc1ccc(C(CNC(=O)Nc2ccccc2)N2CCN(C)CC2)cc1 (centres undefined),1.9,-0.8,-0.4,4.4,3.8,0.3,i,3.3,3.1,0.9
CCC1CCCCN1CCNS(=O)(=O)c1ccc2c(c1)oc(=O)n2C (centres undefined),-0.1,0.4,-1.1,0.0,-1.7,-0.5,i,0.9,27.6,12.2
COc1ccc(NS(=O)(=O)c2cccc(C(=O)OCC(=O)N3CCN(c4ccc(OC)cc4)CC3)c2)cc1,0.3,-1.2,3.4,-1.5,7.2,0.1,i,-1.7,-7.6,-4.2
Cc1ccccc1CN1CCN(S(=O)(=O)c2cccs2)CC1,5.6,-1.4,1.2,2.0,1.0,0.4,i,-0.4,-5.3,2.2
COc1ccc(NC(=O)Cc2nnc(SCC(=O)Nc3nccs3)n2C)cc1,1.7,-0.5,-0.6,-4.9,2.0,-1.1,i,-1.7,3.7,1.8
Cc1cccc([N+](=O)[O-])c1NC(=O)COC(=O)C1CCCO1 (centres undefined),0.4,0.3,-0.9,1.3,-1.8,-0.2,i,0.0,-7.2,3.2
C/C(=N\O)C(C)(C)Nc1cccc(F)c1,-5.0,0.0,-0.6,2.8,4.9,-0.7,i,-2.3,-2.2,0.1
O=C(/C=C/NNC(=O)c1cccc(Br)c1)c1cccc(Br)c1,3.9,1.4,3.4,29.8*,-5.4,0.1,i,0.0,-14.9,-15.9
COc1cccc(OC)c1C(=O)NC(=S)NCc1ccccc1,2.0,1.3,0.6,-6.2,3.5,0.9,i,3.1,-8.4,1.8
COc1ccc(NC(=S)N2CCNC(=O)C2CC(=O)Nc2cccc(Cl)c2C)cc1 (centres undefined),4.9,-0.3,-1.4,-4.6,-0.1,-0.8,i,0.4,-6.0,0.8
CC(C)CC1=C/C(=C/c2ccc(-c3ccccc3)o2)C(=O)O1,38.0*,1.5,3.8,74.4*,14.1,-0.1,+,4.2,15.4,92.3*
CCN(CC)c1ccc(C(=O)NNC(=O)CN2C(=O)NC3(CCCCC3)C2=O)cc1,-4.7,3.4,0.6,-1.0,-3.4,-0.2,i,-3.1,3.9,3.5
O=C(CS(=O)(=O)c1ccccc1)N1CCc2ccccc21,1.7,-0.3,-1.2,24.0,2.3,-0.4,i,-2.0,-12.8,-1.8
NS(=O)(=O)c1ccc(CCNC2CC(=O)N(CCc3ccccc3)C2=O)cc1 (centres undefined),5.9,-0.3,-0.1,0.6,-1.9,-1.2,i,5.1,-4.2,3.0
Cc1ccc(/C=C2/NC(=O)N(Cc3ccccc3)C2=O)o1,-2.9,0.1,-0.2,11.2,-13.0,0.8,nt,0.7,-4.6,-7.1
COc1cccc(CNC(=O)CN(C)S(=O)(=O)c2ccc3c(c2)n(C)c(=O)c(=O)n3C)c1,3.8,-0.3,-0.9,-3.8,5.4,-0.3,i,1.5,-6.9,1.7
Cc1ccc(NC(=O)CCNS(=O)(=O)c2ccc3[nH]c(=O)oc3c2)c(C)c1,1.2,-0.1,1.2,-6.3,2.1,0.1,i,1.4,4.0,4.0

# Continued, starting with the last 3 of the part before.
SMILES,CSN deneddyl inh,MsrA inh,LMPTP inh,NadD inh,SUMO1 PPI mod,TbMetRS inhib,Rpn11 block,STEP block,Scp-1 inhibitor,DNMT1 block
Cc1ccc(/C=C2/NC(=O)N(Cc3ccccc3)C2=O)o1,-2.9,0.1,-0.2,11.2,-13.0,0.8,nt,0.7,-4.6,-7.1
COc1cccc(CNC(=O)CN(C)S(=O)(=O)c2ccc3c(c2)n(C)c(=O)c(=O)n3C)c1,3.8,-0.3,-0.9,-3.8,5.4,-0.3,i,1.5,-6.9,1.7
Cc1ccc(NC(=O)CCNS(=O)(=O)c2ccc3[nH]c(=O)oc3c2)c(C)c1,1.2,-0.1,1.2,-6.3,2.1,0.1,i,1.4,4.0,4.0
CCCNc1nc(-c2ccccc2)c(C(=O)OCC)cc1C#N,6.9,0.6,0.2,-5.1,-2.3,-1.9,i,-0.5,-8.1,-1.1
COc1cc(C(=O)N2CCN(C(=O)Cc3ccccc3)CC2)cc(OC)c1OC,1.9,-1.2,-1.3,-1.8,1.3,-0.7,i,-1.1,-5.9,6.0
CC(=O)N1CCN(C(=O)C2(NC(=O)Nc3ccccc3Cl)CCCCC2)CC1,5.4,1.3,-1.9,-3.2,6.4,-0.2,i,-1.2,-5.8,1.1
O=C(Nc1ccc(Br)cn1)c1ccc([N+](=O)[O-])o1,6.0,1.7,0.3,-0.3,-8.9,0.7,i,0.6,0.7,0.9
CN(CC(=O)Nc1ccccc1Br)C(=O)c1n[nH]c2ccccc12,1.7,-1.3,-0.4,-0.1,6.2,-0.4,i,0.8,1.4,2.3
Fc1cccc(CSc2ccc3nnc(-c4ccccn4)n3n2)c1,-0.5,-0.8,1.6,9.2,-10.1,-1.2,i,-3.6,-1.5,4.3
COc1cc(OC)cc(C(=O)NCCc2cnc[nH]2)c1,-1.8,-0.8,-0.8,-1.0,-1.7,0.3,i,18.0,-6.8,2.0
Cc1cccc(NC(=S)N2CCN(c3cc(C)ccc3C)CC2)c1,-4.5,-0.3,2.9,1.3,5.8,-0.9,i,3.5,-5.3,0.4
Cc1cc2c(NC(=O)CCCC(=O)O)cccc2nn1,0.9,-0.9,-1.9,-5.3,-6.4,-0.8,i,-0.6,-1.2,1.8
Cc1ccc(N=Cc2ccc(N(C)C)cc2)cc1,1.0,6.5*,-0.7,7.2,-10.3,-1.1,i,-3.8,-4.5,-3.6
N=c1c2c(n(Cc3ccc(Cl)c(Cl)c3)c3c1CCC3)CCCC2,-1.8,-1.4,3.5,0.4,-1.5,0.1,i,-0.9,9.6,2.3
COc1cc(/C=C/C(=O)NC(C)(C)C)ccc1OCc1ccccc1,-8.2,0.8,-0.2,-0.1,1.4,0.1,i,-0.6,-7.1,1.4
CCOc1ccccc1C1c2[nH]c3ccccc3c2C[C@H]2C(=O)N(C3CC3)CC(=O)N12 (some centres undefined),-2.6,0.7,1.4,-2.8,0.4,0.1,i,-0.6,-7.0,1.0
CCC(=O)Nc1cccc(NC(=O)CSc2nnc(-c3ccc(NS(C)(=O)=O)cc3)n2CC)c1,0.4,0.5,-1.6,-1.3,1.6,-0.7,i,-13.8,0.4,0.6
Cc1cc(C(=O)Nc2cc(C(C)(C)C)on2)c(C)o1,-4.3,0.9,-0.4,-4.4,-1.7,-0.4,i,1.5,-4.3,1.1
Cc1cccc(C(=O)Nc2cc(=O)n(C)c(=O)n2C)c1,-0.1,2.1,-1.4,-3.1,3.6,0.6,i,3.6,12.9,2.1
O=C(C1CCC(=O)N(C2CCCC2)C1)N1CCN(c2ccccc2Cl)CC1 (centres undefined),-2.7,-0.1,-1.6,-1.7,2.5,-0.6,i,-2.1,3.4,-1.1
CCOC(=O)C1CCCN(Cc2cc(=O)oc3cc(C)ccc23)C1 (centres undefined),-1.7,0.6,-0.9,-3.4,-3.5,-0.8,i,2.9,-5.2,1.2
CCN(C(=O)COC(=O)c1nc(Cl)ccc1Cl)c1c(N)n(Cc2ccccc2)c(=O)[nH]c1=O,-1.1,0.3,-1.1,1.8,9.5,-0.2,i,-3.0,-7.6,-0.6
C[C@@H]1NC(=O)/C(=C\c2ccccc2Cl)NC1=O,-0.2,0.3,2.9,-16.1,-3.3,-0.3,i,-2.4,-0.4,-3.9

# Shown with values ahead of the structure: entries from further up
CSN deneddyl inh	MsrA inh	LMPTP inh	NadD inh	SUMO1 PPI mod	TbMetRS inhib	Rpn11 block	STEP block	Scp-1 inhibitor	DNMT1 block	Molecule
1.7	-1.3	-0.4	-0.1	6.2	-0.4	i	0.8	1.4	2.3	CN(CC(=O)Nc1ccccc1Br)C(=O)c1n[nH]c2ccccc12
-2.6	0.7	1.4	-2.8	0.4	0.1	i	-0.6	-7.0	1.0	CCOc1ccccc1C1c2[nH]c3ccccc3c2C[C@H]2C(=O)N(C3CC3)CC(=O)N12 (some centres undefined)

# Other entries
SMILES,CSN deneddyl inh,MsrA inh,LMPTP inh,NadD inh,SUMO1 PPI mod,TbMetRS inhib,Rpn11 block,STEP block,Scp-1 inhibitor,DNMT1 block
O=C(OCC(=O)N1CCN(C(=O)c2ccco2)CC1)c1ccc(Cl)nc1,-2.4,-0.5,-2.0,-1.8,3.6,0.0,i,0.3,2.0,1.6
CC(=O)NCCN1C(=O)C2C3c4ccccc4C(c4ccccc43)C2C1=O (centres undefined),5.1,-0.5,-0.6,2.0,-4.0,-0.5,i,-0.5,-6.8,4.8
COc1cc(NC(=O)c2ccccc2-c2ccccc2)cc(OC)c1,8.5,-0.5,0.0,-7.1,4.0,-0.1,i,-1.7,-16.6,3.2
O=C(Nc1nnc(-c2ccccc2F)s1)Nc1ccccc1F,-3.1,-0.4,-1.6,11.3,0.8,-0.9,i,0.9,2.1,52.7*
Cc1cc(C)c2nc(SCC(=O)Nc3ccc(S(=O)(=O)N4CCCC4)cc3)c(C)cc2c1,4.3,-0.7,1.3,35.9*,-3.3,0.4,i,0.2,9.0,2.5
Cc1ccccc1NC(=O)c1ccc(C)c(S(=O)(=O)NCc2cccnc2)c1,3.8,0.9,-2.5,-4.8,1.3,-0.6,i,-0.5,3.4,-0.6
O=C(NCCNC(=O)c1ccccc1Br)c1cccnc1,-0.8,1.5,-1.1,-3.1,-2.2,-0.5,i,-0.5,2.4,1.2
O=C(/C=C/c1ccco1)Nc1sc2c(c1C(=O)O)CCC2,6.2,2.7,-0.5,-8.3,-14.0,-0.5,i,1.5,29.5,53.2*
CCOC(=O)c1[nH]c2cc(OC)c(OC)cc2c1NC(=O)c1ccc2c(c1)OCO2,-4.3,2.8,0.1,-2.7,3.5,-1.4,i,-2.6,0.2,2.8
CCOC(=O)c1ccc(-c2c(C(=O)OCC)oc3cc(O)c(CC)cc3c2=O)o1,2.1,0.8,0.4,-9.0,-12.1,0.6,i,-0.1,-16.0,2.4
CC(C)OCCCNc1nc2c(cnn2C)c(=O)[nH]1,-1.8,0.1,-1.3,1.7,1.5,-0.2,i,0.1,-2.7,4.4

# Compound activity deposited in PubChem BioAssay by several laboratories.
